HDAC3 inh = HDAC3 deacetylase inhibitors, primary screen, biochemical, fluorescence, cell-free homogeneous | AID 2718, 2010 | recombinant HDAC3, fluorogenic peptide/trypsin coupled | inhibition, % at 8.3 µM | Histone deacetylase 3 (Homo sapiens), O15379 | hit rate 0.15% among 320,000; in the data active = inhibition above about 26%, passing the limit was not always enough; inconclusive = no clear call, values can overlap the other calls
Target sequence (O15379 whole entry, looked up): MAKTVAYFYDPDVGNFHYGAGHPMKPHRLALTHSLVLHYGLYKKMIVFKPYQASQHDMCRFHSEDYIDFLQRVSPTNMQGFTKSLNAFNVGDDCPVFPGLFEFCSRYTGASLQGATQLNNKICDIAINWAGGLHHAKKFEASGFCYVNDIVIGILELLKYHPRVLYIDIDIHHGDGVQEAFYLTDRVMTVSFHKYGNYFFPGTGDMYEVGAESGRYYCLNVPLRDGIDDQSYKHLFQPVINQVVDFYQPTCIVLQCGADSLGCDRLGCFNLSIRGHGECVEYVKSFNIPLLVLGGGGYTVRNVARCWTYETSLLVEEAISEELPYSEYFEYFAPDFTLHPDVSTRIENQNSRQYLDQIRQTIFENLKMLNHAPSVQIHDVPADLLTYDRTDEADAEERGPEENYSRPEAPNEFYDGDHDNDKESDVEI
RGS4 act = RGS4 potentiators or activators, primary screen, cell-based, HEK293 M3R inducible RGS4, calcium flux; carbachol calcium flux Fluo4; active compounds read low; B-score at 10 µM; hit rate 0.92% among 310,000;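 active = B-score of the integrated calcium signal more than 4 SD below the library mean, with starting fluorescence not abnormally high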;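 also: negative B-score means reduced calcium response which marks RGS4 activation or potentiation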
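Assay system: HEK293 FlpIn-TREx cells, stable M3R, doxycycline-inducible RGS4 / Probe or stimulus: carbachol, ECmax concentration / Times: overnight RGS4 induction, 30 min dye load 37 °C, 20 min compound RT / Signal: kinetic calcium fluorescence imaging with Fluo4-AM dye, 2 µM / Measure: Agonist-evoked peak-minus-minimum fluorescence over baseline, integrated ratio, B score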
RGS4 inh = RGS4 inhibitors, primary screen, cell-based, HEK293 M3R inducible RGS4, calcium flux | Regulator of G-protein signaling 4 (Homo sapiens), P49798 | Fluo-4 calcium flux; active compounds read high; triggered by carbachol at its EC20 | B-score at 10 µM | hit rate 0.45% among 310,000 | AID 463165, 2010;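 active = B-score, a plate-corrected calcium signal, over three deviations above library mean, with baseline fluorescence within five deviations of library mean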;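 also: RGS4 expression induced by doxycycline in cells with stable M3 receptor; B-score is computed from the integrated fluorescence ratio over baseline after carbachol; higher B-score means a larger calcium signal and so more RGS4 inhibition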
Target sequence (P49798 whole entry, looked up): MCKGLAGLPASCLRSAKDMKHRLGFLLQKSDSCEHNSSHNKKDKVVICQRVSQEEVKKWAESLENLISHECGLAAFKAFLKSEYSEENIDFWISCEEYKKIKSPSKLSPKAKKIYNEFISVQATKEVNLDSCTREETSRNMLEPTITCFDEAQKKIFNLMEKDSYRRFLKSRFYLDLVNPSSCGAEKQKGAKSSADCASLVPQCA
SKKanGAS inh = S. pyogenes SKKanGAS growth inhibitors in kanamycin, primary screen, streptokinase expression inhibitor project, SKKanGAS strain, BacTiter-Glo luminescence; 6 h; inhibition, % at 7.5 µM; hit rate 1.3% among 300,000;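 active = mean replicate score, as percent of positive control median, at least 50; inconclusive = mean below 50 but one replicate at or above 50; inactive = mean and every replicate below 50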;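 also: strain carries kanamycin resistance gene driven by streptokinase promoter and grows in 40 µg/ml kanamycin; loss of luminescence reflects streptokinase promoter inhibition or plain growth inhibition; 0% = median of DMSO wells and 100% = positive control at its reference dose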
MrgX1 agonist = agonists of human MrgX1 receptor, primary screen, HEK293 cells, Fluo-4 calcium flux; Fluo-4 calcium fluorescence, agonist mode; active compounds read high; B-score at 10 µM; hit rate 0.44% among 310,000; Mas-related G-protein coupled receptor member X1 (Homo sapiens), Q96LB2; AID 588627, 2011;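 active = calcium response B-score plate-corrected fluorescence ratio at least 3 library SD, with starting fluorescence B-score inside 5 SD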
Target sequence (Q96LB2 whole entry, looked up): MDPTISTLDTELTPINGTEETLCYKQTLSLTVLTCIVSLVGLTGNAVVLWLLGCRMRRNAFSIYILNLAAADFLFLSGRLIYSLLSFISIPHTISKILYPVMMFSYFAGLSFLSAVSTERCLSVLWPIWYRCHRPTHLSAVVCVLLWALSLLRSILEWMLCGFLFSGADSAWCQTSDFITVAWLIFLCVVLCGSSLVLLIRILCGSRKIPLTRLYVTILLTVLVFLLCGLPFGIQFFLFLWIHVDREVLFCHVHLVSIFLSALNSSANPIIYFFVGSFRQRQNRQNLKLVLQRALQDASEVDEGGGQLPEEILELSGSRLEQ
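Material: MrgX1-expressing HEK293 cells; input: 15,000 cells per well; doses: test compound given as first of three sequential additions; schedule: overnight plating before 1 h dye loading; technique: Fluo-4 NW calcium-flux fluorescence, kinetic read; evaluation: baseline-normalised fluorescence change ratio, B-scored; control set: plate-wise positive and negative controls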
ANO1 block = TMEM16A chloride channel inhibitors, primary screen, cell-based, HTS; HEK293 TMEM16A/YFP iodide influx fluorescence, ionomycin; normalized B-score (activity score, 25-100; higher = stronger inhibition) at 10 µM; hit rate 1.2% among 310,000;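 active = ratio plate-corrected score three or more library SD toward inhibition, starting fluorescence score within five deviations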;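 also: score derived from kinetic fluorescence span divided by baseline fluorescence per well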
TRPC6 activator = mouse TRPC6 channel activators, primary screen, cell-based, HEK293, membrane potential dye | HEK293-TRPC6 membrane potential dye fluorescence; active compounds read high | hit rate 0.13% among 310,000 | B-score at 10 µM | AID 2550, 2010;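 active = B-score of the integrated fluorescence ratio above library mean plus 3 SD, and starting fluorescence ratio within library mean plus 5 SD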;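 also: higher score means more depolarization so channel activation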
TRPC6 inh = mouse TRPC6 channel inhibitors, primary screen, cell-based, HEK293, membrane potential dye; B-score at 10 µM; hit rate 1.1% among 310,000; Short transient receptor potential channel 6 (Mus musculus), Q61143; AID 2553, 2010; ACh-evoked depolarization; active compounds read low;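 active = B-score under library mean minus 3 SD, initial fluorescence not abnormally high, positive integrated signal ratio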;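 also: B-score derived from integrated fluorescence ratio over the kinetic read; more negative B-score means stronger inhibition of depolarization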
MrgX1 PAM = positive allosteric modulators of MrgX1, primary screen, HEK293 cells, Fluo-4 calcium flux; Mas-related G-protein coupled receptor member X1 (Homo sapiens), Q96LB2; FDSS; active compounds read high; B-score at 10 µM; hit rate 0.63% among 310,000;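 active = plate-corrected calcium response at least 3 library SD above typical, normal starting fluorescence, not activating the receptor alone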;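 also: compound read alongside a low EC10 to EC30 dose of BAM8-22 agonist; peak minus trough fluorescence over baseline measured at the second addition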
MrgX1 antagonist = antagonists of human MrgX1 receptor, primary screen, HEK293 cells, Fluo-4 calcium flux. Mas-related G-protein coupled receptor member X1 (Homo sapiens), Q96LB2. BAM8-22 antagonism; active compounds read low. B-score at 10 µM. hit rate 1.3% among 310,000;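 active = calcium-response B-score plate-corrected more than 3 library SD below zero, starting fluorescence within 5 deviations, no agonist response on first addition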;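 also: peak minus trough fluorescence over baseline after final BAM8-22 challenge near maximal dose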
TMEM16A act = TMEM16A chloride channel activators or potentiators, primary screen, cell-based, HTS. Anoctamin-1 (Mus musculus), Q8BHY3. HEK293 TMEM16A/YFP-H148Q/I152L, iodide quench fluorescence; active compounds read low. B-score at 10 µM. hit rate 0.3% among 340,000. AID 623877, 2012;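 active = fluorescence-ratio B-score plate-corrected deviation score at least 3 library SD below zero, with starting fluorescence score within 5 deviations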;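 also: channel opened by trigger with iodide after compound preincubation; score built on the fluorescence ratio of max minus min over baseline; more negative score means more quench and so TMEM16A activation or potentiation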
Numbers without * were called inactive; i = inactive; ? = inconclusive; · = no result given; & = joins results of further samples.

SMILES | HDAC3 inh | RGS4 act | RGS4 inh | SKKanGAS inh | MrgX1 agonist | ANO1 block | TRPC6 activator | TRPC6 inh | MrgX1 PAM | MrgX1 antagonist | TMEM16A act
COc1ccc(NC(=O)Nc2cccc(C(F)(F)F)c2)cn1 | -1 | i | i | -26 | i | i | i | i | i | i | i
Fc1ccc(C2CC(c3ccco3)=NN2c2ccccc2)cc1 (stereo not drawn) | -2 | i | i | 37 | i | i | i | i | i | i | i
CCNc1oc(COc2cccc(C)c2)nc1C#N | -4 | i | i | 3 | i | i | i | i | i | i | i
Cc1cc(NC(=O)c2ccccc2[N+](=O)[O-])ccc1Br | -8 | i | i | -7 | i | i | i | i | i | i | i
O=[N+]([O-])c1ccc(OCC(O)CN(CCO)CCO)cc1 (stereo not drawn) | 4 | i | i | -7 | i | i | i | i | i | i | i
CCOc1ccc(C(=O)NC2CCN(S(C)(=O)=O)CC2)cc1 | -8 | i | i | 2 | i | i | i | i | i | i | i
COc1ccc(NS(=O)(=O)c2cccc(C(=O)NCC(c3ccco3)N3CCCCC3)c2)cc1 (stereo not drawn) | 8 | i | i | -2 | i | i | i | i | i | i | i
COc1cc(C(=O)Nc2sc3c(c2C(=O)NCc2ccco2)CCCC3)cc(OC)c1OC | -8 | i | i | 0 | i | i | i | i | i | i | i
COC(=O)c1ccccc1NC(=O)CN1CCOCC1 | 5 | i | i | -4 | i | i | i | i | i | i | i
O=C(CCl)Nc1cc(S(=O)(=O)N2CCCCCC2)ccc1Cl | 0 | i | i | 6 | i | i | i | i | i | i | i
O=C1CCCC(O)=C1C=Nc1ccc(O)cc1 | 5 | i | i | 1 | i | i | i | i | i | i | i
Cc1nc2sc3c(=O)[nH]nnc3c2c(C)c1Br | 10 | i | i | 8 | i | i | i | i | i | i | i
O=C(NCc1ccc(F)cc1)C1CCN(S(=O)(=O)N2CCC3(CC2)OCCO3)CC1 | 2 | i | i | -5 | i | i | i | i | i | i | i
CN(C(=O)COC(=O)/C=C/c1ccc(F)cc1)c1c(N)n(Cc2ccccc2)c(=O)[nH]c1=O | -1 | i | i | 1 | i | i | i | i | i | i | i
COC(=O)c1cn(C)c2ccc(S(=O)(=O)N3CC(C)CC(C)C3)cc2c1=O (stereo not drawn) | 10 | i | i | -4 | i | i | i | i | i | i | i
Cc1ccc(C(=O)NC(=S)N(C)C2CCCCC2)cc1Br | 4 | i | i | 85* | i | i | i | i | i | i | i
CC(C)NC(=O)COc1cccc2ccccc12 | -6 | i | i | 14 | i | i | i | i | i | i | i
COc1ccccc1NS(=O)(=O)c1ccc(NN=C2CCCC2)c([N+](=O)[O-])c1 | 3 | i | i | 5 | i | i | i | i | i | i | i
COc1ccc(/C=C/C(=O)OCc2cccc([N+](=O)[O-])c2)cc1 | -6 | i | i | -18 | i | i | i | i | i | i | i
CC(=O)NC(NC(C)=O)c1cccc(OCc2ccccc2)c1 | 7 | i | i | 2 | i | i | i | i | i | i | i
O=C(Cn1nc(-c2ccc3c(c2)OCCO3)ccc1=O)Nc1cccc(NC(=O)c2ccccn2)c1 | 3 | i | i | 7 | i | i | i | i | i | i | ·
COc1ccc(CCN2C(=O)NC(NS(=O)(=O)c3ccccc3)(C(F)(F)F)C2=O)cc1OC (stereo not drawn) | 4 | i | i | 2 | i | i | i | i | i | i | i
O=C1COc2ccc(C(=O)COC(=O)c3cccnc3Cl)cc2N1 | 1 | i | i | -1 | i | i | i | i | i | i | i
CCOC(=O)c1c(NC(=O)COc2ccccc2OCC)sc2c1CC(C)(C)NC2(C)C | -1 | i | i | 22 | i | i | i | i | i | i | i
Cc1cc(C)cc(C(=O)NCCCc2ccccc2)c1 | 2 | i | i | 1 | i | i | i | i | i | i | i
(next part)
SMILES | HDAC3 inh | RGS4 act | RGS4 inh | SKKanGAS inh | MrgX1 agonist | ANO1 block | TRPC6 activator | TRPC6 inh | MrgX1 PAM | MrgX1 antagonist | TMEM16A act
Cc1ccc2c(n1)CC(C)(C)CC2=O | 3 | i | i | 0 | i | i | i | i | i | i | i
O=C(c1ccc(F)cc1)C1CCN(CCn2c(=S)[nH]c3ccccc3c2=O)CC1 | -5 | i | i | -1 | i | i | i | i | i | i | ·
CCC(CC)=NNc1cccc([N+](=O)[O-])c1 | 2 | i | i | 5 | i | i | i | i | i | i | i
O=C1CCN(CCCc2ccccc2)CCN1CCO | -3 | i | i | 4 | i | i | i | i | i | i | i
O=C(Nc1ccc2oc(=O)ccc2c1)c1ccccc1[N+](=O)[O-] | 0 | i | i | -23 | i | i | i | i | i | i | i
CCCc1cc(=O)[nH]c(SCC(=O)C(C)(C)C)n1 | 1 | i | i | 11 | i | i | i | i | i | i | i
NC(=O)NC(=O)Nc1ccccc1Cl | 4 | i | i | -6 | i | i | i | i | i | i | i
Fc1ccc(SCCc2ccccn2)cc1 | 2&0 | i | i | 0&-13 | i | i | i | i | i | i | i
O=C(/C=C/c1ccc(F)cc1)Nc1nc2ccccc2[nH]1 | -3 | i | i | -8 | i | i | i | i | i | i | ·
CCCN1C(=O)/C(=C/C=C2\N(CC)c3ccccc3C2(C)C)SC1=S | 2 | i | i | 2 | i | i | i | i | 12* | i | i
Cc1ccc(NC(=O)CN(C)C(=S)NC2CC2)cc1 | -2 | i | i | 4 | i | i | i | i | i | i | i
COc1cccc(/C=C(\CC(=O)O)c2nc3ccccc3s2)c1 | 2 | i | i | 4 | i | i | i | i | i | i | i
CCCCOc1ccc(NC2=NC3(CCCC3)N=C(N)N2)cc1 | 0 | i | i | 2 | i | i | i | i | i | i | i
O=C(CN1C(=O)S/C(=C\c2ccccc2F)C1=O)NCCCn1ccnc1 | 2 | i | i | 2 | i | i | i | i | i | i | i
CC(C)(C)NC(=O)C(c1ccncc1)N(C(=O)c1csnn1)C1CC1 (stereo not drawn) | -3 | i | i | -22 | i | i | i | i | i | i | i
COC(C[C@H]1O[C@H]1[C@@H](O)[C@H](C)OCc1ccccc1)OC | · | i | i | 6 | · | · | i | i | · | · | i
CCN(c1cccc(C)c1)S(=O)(=O)c1ccc(-c2cc(C)no2)s1 | 13 | i | i | -3 | i | i | i | i | i | i | i
O=C(CCCn1c(=O)oc2ccccc21)N1CCN(c2ccc(F)cc2)CC1 | 3 | i | i | -11 | i | i | i | i | i | i | i
Cn1cc(Cl)c(C(=O)N/N=C/c2ccc(OS(=O)(=O)c3ccccc3)cc2)n1 | 0 | i | i | 11 | i | i | i | i | i | i | i
Cc1cccc(C)c1NC(=O)CN1CCc2ccccc2C1 | 7 | i | i | -3 | i | i | i | i | i | i | i
COCCCNC(=O)C1CCCN(S(=O)(=O)c2cccc3nsnc23)C1 (stereo not drawn) | ? | i | i | 8 | i | i | i | i | i | i | i
Cc1cccc(OCC(=O)Nc2ccc3c(c2)C(=O)NC3=O)c1 | ? | i | i | 0 | i | i | i | i | i | i | i
COCc1nc2oc3ccc(C)cc3c(=O)c2cc1C(=O)OC | -13 | i | i | 3 | i | i | i | i | i | i | i
Cn1c(SCC(=O)N2CCCC2)nnc1-c1cnccn1 | 0 | i | i | -8 | i | i | i | i | i | i | i
CCOC(=O)NNc1ccc2nonc2c1[N+](=O)[O-] | 9 | i | i | 11 | i | i | i | i | i | i | i
(list continues)
SMILES | HDAC3 inh | RGS4 act | RGS4 inh | SKKanGAS inh | MrgX1 agonist | ANO1 block | TRPC6 activator | TRPC6 inh | MrgX1 PAM | MrgX1 antagonist | TMEM16A act
Cc1cc(C)n(C(N)=NC(=O)c2ccc([N+](=O)[O-])cc2)n1 | 7 | i | i | 2 | i | i | i | i | i | i | i
COC(=O)Nc1ccc(SCC(=O)c2ccc(Cl)cc2)cc1 | 4 | i | i | -18 | i | i | i | i | i | i | i
Cc1ccc(NC(=O)COC(=O)c2ccc([N+](=O)[O-])s2)c(C)c1 | 7 | i | i | -4 | i | i | i | i | i | i | i
Cc1nc2nc(CSc3nc4ccccc4s3)cc(=O)n2[nH]1 | 0 | i | i | 15 | i | i | i | i | i | i | i
Cc1cnc(NC(=O)CCCSc2nc3ccccc3s2)s1 | 3 | i | i | -9 | i | i | i | i | i | i | i
CSc1ncc(Cl)c(C(=O)Nc2ccc(NC(C)=O)cc2)n1 | -1 | i | i | 2 | i | i | i | i | i | i | i
CCNC(=O)NC(=O)C(C)Sc1ncc(C(F)(F)F)cc1Cl (stereo not drawn) | 1 | i | i | 5 | i | i | i | i | i | i | i
CCN(Cc1ccccc1)C(=O)CC1Oc2ccccc2NC1=O (stereo not drawn) | -4 | i | i | -1 | i | i | i | i | i | i | i
CCOCCCN(C(=O)Cn1nnc(-c2ccc(C)o2)n1)C(C(=O)NC1CCCC1)c1ccc(C)o1 (stereo not drawn) | · | i | i | 6 | · | · | i | i | · | · | i
CC1CCN(C(=O)CN2C(=O)C(=O)c3ccccc32)CC1 | 4 | i | i | -3 | i | i | i | i | i | i | i
CC(C)(C)OC(=O)NCCCC[C@@H](C(=O)NCCCCCCCCCCC(=O)N1CCN(C(=O)OC(C)(C)C)CC1)n1cc(CCCC(=O)O)nn1 | 21 | · | · | · | i | i | · | · | i | i | i
CCOC(=O)c1c(NC(=O)CSc2nc3cc(Cl)ccc3s2)sc(C(C)=O)c1C | -4 | i | i | 24 | i | i | i | i | i | i | ·
CC(C)CN(C(=O)COC(=O)c1ccc(Br)o1)c1c(N)n(Cc2ccccc2)c(=O)[nH]c1=O | 7 | i | i | -2 | i | i | i | i | i | i | i
CCN1C(=O)N/C(=C/c2ccc(C)o2)C1=O | 2 | i | i | 9 | i | i | i | i | i | i | i
O=c1[nH]c(=O)c2nc3ccccc3nc2[nH]1 | -6 | i | i | -4 | i | i | i | i | i | -4.6* | i
CC(C)c1ccc(C2C3CSCC=C3C(C#N)=C(N)C2(C#N)C#N)cc1 (stereo not drawn) | 3 | -8.7* | i | 10 | i | i | i | i | i | i | ·
COc1cccc2sc(N(CCN(C)C)C(=O)/C=C/c3cccs3)nc12 | -1 | i | i | -1 | i | i | i | -6* | i | i | i

Assay outcomes as filed in PubChem BioAssay.
